ABHD4 inh: ABHD4 inhibitors, primary screen, biochemical, fluorescence polarization, mouse | purified mABHD4, FP-Rh probe fluorescence polarization | inhibition, % at 8.92 µM | 370,000 tested, 0.54% active | AID 720543, 2013;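 active means inhibition exceeding the mean over every tested compound plus 3 SD, cut at about 30% in these data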;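 further: 0% = plate median of compound wells and 100% = S159A mutant with DMSO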
Target sequence (Q8VD66 whole entry, looked up): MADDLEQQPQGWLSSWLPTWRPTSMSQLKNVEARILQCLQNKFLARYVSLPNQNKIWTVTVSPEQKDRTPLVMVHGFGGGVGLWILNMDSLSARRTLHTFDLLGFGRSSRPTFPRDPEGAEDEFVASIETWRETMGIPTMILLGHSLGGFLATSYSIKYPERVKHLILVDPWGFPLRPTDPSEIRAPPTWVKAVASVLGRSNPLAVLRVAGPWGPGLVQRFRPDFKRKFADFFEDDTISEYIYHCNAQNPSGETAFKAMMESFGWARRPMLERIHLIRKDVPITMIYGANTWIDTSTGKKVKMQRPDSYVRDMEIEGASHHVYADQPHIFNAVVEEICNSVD
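Test system: mouse ABHD4 enzyme, wild type. Reagent: FP-Rh fluorescent activity-based probe, added after compound pre-incubation. Timing: pre-incubation 45 min, probe exposure 60 min, at 25 °C. Technique: FP readout, ex 525 nm / em 598 nm. Benchmarks: high control S159A mutant with DMSO, low control median of compound wells.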
rCAG RNA binder: binders of r(CAG) RNA repeats, primary screen, biochemical, fluorescence; 370,000 tested, 1.3% active; r(CAG) RNA repeat, TO-PRO-1 dye displacement fluorescence; inhibition, % at 3 µM;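 active means inhibition above the plate cutoff, the mean of all test compounds on that plate plus 3 SD, cut at about 35% in these data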;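 further: 0% = DMSO alone and 100% = 100 µM mitoxantrone as full dye displacement; higher means more dye released from RNA so lower well fluorescence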
UHRF1 binding: UHRF1 methylated DNA binding inhibitors, primary screen, counter-screen for MBD2 inhibitor project, biochemical, TR-FRET, human UHRF1, single concentration; UHRF1 binding to methylated oligo; AID 687016, 2013; 370,000 tested, 0.75% active; E3 ubiquitin-protein ligase UHRF1 (Homo sapiens), Q96T88; inhibition, % at 4.4 µM; in the data active means inhibition above about 21%;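 further: UHRF1 SRA domain binding a hemimethylated CpG hairpin DNA probe; 0% = median of test compound wells and 100% = reference inhibitor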
MBD2 DNA inh: inhibitors of MBD2 binding to methylated DNA, primary screen, biochemical, TR-FRET, DNA-binding domain, human; AID 686964, 2013; inhibition, % at 4.4 µM; Methyl-CpG-binding domain protein 2 (Homo sapiens), Q9UBB5; MBD2 binding to methylated oligonucleotide; 370,000 tested, 0.31% active; in the data active means inhibition above about 13%
SIAE inh: human SIAE inhibitors, primary screen, biochemical, fluorescence polarization, FP-Rh probe, 1536-well HTS | Sialate O-acetylesterase (Homo sapiens), Q9HAT2 | SIAE FP-Rh probe binding | inhibition, % at 9.66 µM | 370,000 tested, 0.69% active;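 active means inhibition above a cutoff: mean of compounds within the control limits plus 3 SD of those, cut at about 17% in these data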;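 further: 0% = plate median of compound wells and 100% = probe without SIAE protein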
NPR2 activator: human GC-B receptor activators, primary screen, HEK293 GC-B cells, cGMP TR-FRET, EC30 CNP; 370,000 tested, 0.11% active; Atrial natriuretic peptide receptor 2 (Homo sapiens), P20594; activation, % at 10 µM; 0% at EC30 CNP, 100% saturating CNP; AID 1920062, 2024;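 active means activation at 10 µM reaching about 35% in either raw or pattern-adjusted values, limit read from the data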
PRMT1 FP inh: PRMT1 methyltransferase inhibitors, primary screen, biochemical, fluorescence polarization | Protein arginine N-methyltransferase 1 (Homo sapiens), Q99873 | recombinant PRMT1, activity-based probe fluorescence polarization | inhibition, % at 2.79 µM | 370,000 tested, 1.3% active;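 active means inhibition above about 21% made by adding two undisclosed values, limit read from the data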
Target sequence (Q99873 whole entry, looked up): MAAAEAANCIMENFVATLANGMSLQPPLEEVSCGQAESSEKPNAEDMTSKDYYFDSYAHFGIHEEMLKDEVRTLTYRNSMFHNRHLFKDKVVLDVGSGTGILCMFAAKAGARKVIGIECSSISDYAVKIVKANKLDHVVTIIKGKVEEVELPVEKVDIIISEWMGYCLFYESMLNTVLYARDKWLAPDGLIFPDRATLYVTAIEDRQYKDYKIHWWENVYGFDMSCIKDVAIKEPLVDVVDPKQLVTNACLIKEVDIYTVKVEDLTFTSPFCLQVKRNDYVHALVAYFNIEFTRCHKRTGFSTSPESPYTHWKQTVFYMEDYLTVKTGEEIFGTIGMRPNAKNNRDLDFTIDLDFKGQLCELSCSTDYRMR
TCR CD3 inh: inhibitors of human TCR-CD3 interaction, primary screen, biochemical, fluorescence, TAMRA-labeled TCR probe; T-cell receptor (TCR); inhibition, % at 9.4 µM; 360,000 tested, 0.37% active; AID 651800, 2012; in the data active means inhibition above about 19%;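 further: recombinant mutant TCR 2C K166C tagged with TAMRA read by polarization; 0% = receptor in buffer alone and 100% = receptor with positive control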
HTRA1 inhibitor: HTRA1 serine protease inhibitors, primary screen, biochemical, fluorescence polarization, HTS; 340,000 tested, 0.5% active; recombinant HTRA1, FP-rhodamine activity-based probe; inhibition, % at 5.96 µM; Q92743; AID 504803, 2011; in the data active means inhibition above about 36%;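 further: 0% = enzyme with DMSO and 100% = wells lacking enzyme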
NPR1 activator: GC-A stimulated cGMP production enhancers – HEK293 GC-A cells, cGMP TR-FRET, EC30 ANP, primary screen. Atrial natriuretic peptide receptor 1 (Homo sapiens), P16066. 0% at EC30 ANP, 100% saturating ANP. activation, % at 10 µM. 370,000 tested, 0.14% active; in the data active means activation above about 40%
Starred values were filed as active, the others as inactive; · = no result given. This is a subset; count on the stated rates, not on these rows.

smiles,ABHD4 inh,rCAG RNA binder,UHRF1 binding,MBD2 DNA inh,SIAE inh,NPR2 activator,PRMT1 FP inh,TCR CD3 inh,HTRA1 inhibitor,NPR1 activator
CCCCn1cnc2c(=S)nc(N)[nH]c21,-2,1,-2,-2,1,80*,1,4,4,79*
COc1ccc(/C=C(\NC(=O)c2ccccc2Cl)C(=O)NCCCC(=O)O)cc1,7,1,0,0,3,1,0,-3,-2,3
COc1cccc(NC(=O)Cn2c(=O)n(CCCC(=O)NCc3ccco3)c(=O)c3ccccc32)c1,-9,-2,-1,1,3,-6,-4,-7,-9,-8
CC(C)(C)c1ccc(-c2n[nH]c(=S)n2CC2CCCO2)cc1 (stereo not given),-1,1,0,-3,4,0,-1,-2,10,1
O=C1C2C3C=CC([C@@H]2C(=O)N1c1nccs1)C31CC1 (stereo not given in full),-5,3,4,1,7,3,1,0,4,0
O=C(NCc1ccc(F)cc1)C1CCCN1C(=O)Nc1ccc(F)cc1 (stereo not given),-3,-1,-2,0,-5,5,-1,-2,5,1
COc1cccc(CNC(=O)CSc2ccc(-c3ccco3)nn2)c1,-2,1,-1,-1,-2,-1,8,2,2,-5
CC(/C=C/c1ccco1)=N\NC(=O)CNc1cccc(C)c1,-1,-8,1,-1,4,-1,-8,2,-6,-1
COC(=O)COc1ccc2occ(C(C)=O)c2c1,-1,-3,-2,2,1,1,-1,-3,3,-5
O=C(O)c1ccc(NC(=S)NC(=O)c2ccc(-c3ccc(Br)cc3)o2)cc1,-4,6,-3,-3,-1,-4,5,4,-5,5
Cc1cccc(NC(=O)CSc2nncn2N)c1C,-3,0,1,-6,1,2,0,-2,1,1
COc1ccc(N2CCN(C(=O)CCNS(=O)(=O)c3ccccc3)CC2)cc1,-1,-4,0,1,2,3,-2,7,-4,-1
CC(=O)c1ccc(NC(=O)C2CC(=O)N(C(C)C)C2)cc1 (stereo not given),3,-1,0,9,-2,8,2,-1,2,0
Cc1cc(N2CCN(C(=O)OC(C)(C)C)C[C@@H]2C)ccc1N1CCN(Cc2ccccc2)[C@H](C)C1,0,3,1,2,-13,6,3,12,·,3
O=C(c1c[nH]c2ccc(S(=O)(=O)N3CCC4(CC3)OCCO4)cc2c1=O)N1CCOCC1,3,2,1,-2,-1,5,0,1,7,-1
CC(C)C(=O)Nc1ccccc1N1CCN(C(=O)c2ccccc2)CC1,1,0,4,-3,5,1,21,5,7,4
CCN(CC)c1ccc(CNc2nc3ccccc3n2CCN2CCCCC2)cc1,-2,-3,8,6,0,-1,10,-6,7,-13
COc1ccc(Cc2nnc3sc(SCC(=O)Nc4ccccc4)nn3c2=O)cc1OC,-13,8,3,7,6,-6,0,1,-6,-2
O=[N+]([O-])c1ccc(C2CC(c3ccccc3)=Nc3ccccc3S2)cc1 (stereo not given),4,5,3,-1,5,-7,79*,6,-10,-4
CN(C)c1ccc(NC(=O)CSc2nnc(C3CCCCC3)n2N)cc1,12,-2,-5,1,20*,-10,4,1,1,-4
COc1ccccc1OCc1ccc(C(=O)N2N=C(C(F)F)CC2(O)C(F)F)o1 (stereo not given),-7,1,-2,-1,2,-2,2,-5,-11,6
COc1cc2[nH]c(=S)n(Cc3ccc(F)cc3)c(=O)c2cc1OC,-8,-1,4,4,-2,-2,1,-6,3,-1
COc1ccc(CCNc2c(C=O)c(=O)[nH]c3ccccc23)cc1OC,2,-2,1,-2,-4,3,0,-1,0,-1
O=C(Nc1ccccc1)c1sc(Cl)nc1-c1ccccc1,-1,1,-1,-2,-10,-4,-3,9,-18,10
COC(=O)Cn1nnnc1-c1nc2cc(C)c(C)cc2[nH]c1=O,-1,5,-1,-8,-3,2,1,3,·,2

Reformatted with values under each structure: entries from further up.
Order of results: ABHD4 inh	rCAG RNA binder	UHRF1 binding	MBD2 DNA inh	SIAE inh	NPR2 activator	PRMT1 FP inh	TCR CD3 inh	HTRA1 inhibitor	NPR1 activator
> COc1ccc(Cc2nnc3sc(SCC(=O)Nc4ccccc4)nn3c2=O)cc1OC
    -13	8	3	7	6	-6	0	1	-6	-2
> O=[N+]([O-])c1ccc(C2CC(c3ccccc3)=Nc3ccccc3S2)cc1 (stereo not given)
    4	5	3	-1	5	-7	79*	6	-10	-4

Next entries
smiles,ABHD4 inh,rCAG RNA binder,UHRF1 binding,MBD2 DNA inh,SIAE inh,NPR2 activator,PRMT1 FP inh,TCR CD3 inh,HTRA1 inhibitor,NPR1 activator
Clc1ccc(/C=N/Nc2nnc(Cl)c3ccccc23)cc1,-2,-1,-3,-2,6,-2,0,1,-2,7
CCC(C)[C@H]1CN=C(N)N1CCc1cccc2ccccc12 (stereo not given in full),2,15,2,0,0,0,-1,8,5,-1
NC(=O)N/N=C/c1cn(CC(=O)Nc2ccc(F)cc2)c2ccccc12,0,12,-3,-6,12,1,-5,0,·,3
CC(C)C(=O)N1N=C2CCCCC2C1(O)C(F)(F)F (stereo not given),0,0,-1,4,13,3,-2,8,-6,2
CCCn1c(=O)c2ccccc2n2c(SCc3nnc(-c4ccccc4Br)o3)nnc12,-1,-2,4,5,0,-5,0,-5,7,-7
CC(=O)c1cc(OC(=O)N2CCOCC2)ccc1OC(=O)N1CCOCC1,-8,-5,-2,3,4,8,1,-2,6,0
O=C1CC(c2ccco2)CC(O)=C1C=Nc1ccc(Br)cc1 (stereo not given),-1,6,-1,-5,-2,-5,5,-5,3,2
CN(CCO)c1nc(N)c2c(N)nc3c(c2c1C#N)CC(=O)N3Cc1cccs1,21,38*,1,-19,1,9,27*,21*,13,38
COc1ccc(F)cc1S(=O)(=O)N1CCN(c2ccccn2)CC1,1,-4,0,-10,-6,6,-3,4,0,0
COCCCNC(=O)c1cc(=O)n(Cc2ccc(Cl)cc2)c2ccccc12,-5,-5,0,-3,5,3,0,5,2,0
O=C(Nc1ccn(CCCNCC2CCCO2)c(=O)n1)OCc1ccccc1 (stereo not given),-9,2,4,6,1,1,3,-1,12,-2
Nc1ncnc2c1ncn2[C@@H]1O[C@H](CNS(=O)(=O)c2cc3ccccc3s2)[C@@H](O)[C@H]1O,0,2,1,5,-5,3,0,-6,2,4
Cc1ccc(S(=O)(=O)NCC(=O)Nc2cccnc2)cc1C,-2,1,0,-4,-5,5,-1,-2,-4,2
Cc1snc(SCc2c(F)cccc2Cl)c1C#N,7,-2,0,6,-4,3,-3,-3,-17,-7
O=S(=O)(NCCN1CCOCC1)c1ccc2c(c1)OCCO2,-1,5,1,5,7,-1,-2,1,5,3
COc1ccc(CCNC(=O)c2ccc(OCC(=O)N3CCOCC3)c(OC)c2)cc1,1,-4,-1,2,-1,-7,-2,10,-2,-4
Cc1cccnc1CN1CCN(Cc2nc(Cc3cccc(F)c3)no2)CC1,-2,-6,0,4,0,-1,4,-2,-2,5
CCOC(=O)[C@]12CCCC=C1N(Cc1ccc(Cl)cc1Cl)C(=O)[C@H](CC(=O)N1CCN(C(=O)c3ccco3)CC1)C2,-6,5,-2,0,-2,-2,-10,-2,·,-6
COc1ccccc1C(=O)NCC(=O)OC(C)C(=O)NC1CCCCC1C (stereo not given),0,-2,-2,-2,-3,-2,-9,7,5,-3
Cc1nc(Cl)sc1C(=O)NC(C)c1ccc(Cl)cc1 (stereo not given),2,-3,-1,3,0,2,-2,8,-2,-4
CC1CCC(NC(=O)c2ccc(NS(=O)(=O)c3ccc4[nH]c(=O)[nH]c4c3)cc2)CC1 (stereo not given),-16,3,6,3,-24,5,0,-4,-13,3
O=C1C=C(c2ccccc2)OC(=O)C1C(=O)c1ccccc1 (stereo not given),2,1,-2,1,-5,5,-2,-3,9,3
COc1ccc(CN(C)CC(=O)c2c(N)n(Cc3ccccc3)c(=O)n(C)c2=O)c(OC)c1,2,2,-1,-2,-5,0,-1,0,-3,-2
CC(C)C[C@H]1CN(CCCC[C@H]2CNC(=O)C(=O)N2CCC2CCCCC2)C(=O)C(=O)N1CCC1CCCCC1,-4,3,1,1,-5,-12,1,2,·,-9
COc1ccc(S(=O)(=O)N2CC(=O)Nc3ccccc32)cc1F,4,-2,0,2,0,1,-1,0,4,1
Cc1ccc(C)c(C(O)c2ncc(-c3ccccc3F)[nH]2)c1 (stereo not given),-6,1,-2,3,-5,1,-2,5,·,2
COc1ccc(-c2ccc3c(n2)CCCN3S(=O)(=O)c2c(C)noc2C)cc1,2,5,1,-1,1,-3,6,-3,·,0
COC(=O)c1ccc(C2C(C#N)=C(N)Oc3cc(N)ccc32)cc1 (stereo not given),10,-1,-2,3,-1,-2,2,-4,-1,7
NNS(=O)(=O)c1ccc2c(c1)Cc1cc(S(=O)(=O)NN)ccc1-2,-1,42*,5,4,-17,7,10,2,-43,0
CCOC(=O)c1cccc(NC(=O)CCNS(=O)(=O)c2cc(Br)cnc2N)c1,2,4,0,2,0,-4,3,0,-4,3
OC(CNCc1ccco1)COc1ccccc1 (stereo not given),-4,1,0,0,1,8,-3,-5,-2,4
O=C(CSc1nnnn1Cc1ccccc1)NC1CCCCC1,3,-3,2,-4,-1,7,7,-4,2,2
CCOC(=O)C1CCCN(C(=O)c2cc(-c3ccccc3)on2)C1 (stereo not given),-5,-6,-3,1,-2,5,5,-3,2,0
COc1ccc2cc(OCC(=O)NNC(=O)Nc3ccc(C(C)=O)cc3)ccc2c1,-18,-2,-1,-7,-29,-2,-1,7,-14,4
COc1cc(NC(=O)N2CCc3nc(NCc4cccc(Oc5ccccc5)c4)ncc3C2)cc(OC)c1OC,-1,7,-2,4,10,5,2,-2,·,-1
CCN(c1ccccc1)S(=O)(=O)c1ccc(OC)c(NC(=O)c2ccccc2OC)c1,-4,4,-2,-5,-7,0,-10,4,-13,1
Cc1ccc(S(=O)(=O)Nc2c(C)[nH]c(=O)[nH]c2=O)cc1C,7,2,5,-4,2,-1,2,-8,0,0
O=C(Nc1cc2ccccc2oc1=O)c1ccccc1,-4,-1,-4,2,1,-9,-1,8,·,2
O=c1c2cc3cc(Cl)ccc3nc2ncn1CCc1ccc(O)cc1,-5,6,-3,-6,1,-3,0,·,·,-1
N/C(=N\OC(=O)CCCc1ccccc1)c1cccnc1,-1,0,6,3,-1,2,-3,-12,0,1
Cc1nn(-c2ccccc2)c2c1C1(C(=O)N(C(C)C)c3ccccc31)C(C#N)=C(N)O2 (stereo not given),-2,1,-3,2,3,-7,2,2,-4,1
Cc1cc(OCc2cc(C(=O)N3CCCCCC3)no2)cc(C)c1Cl,-2,-4,0,1,-1,-5,3,-1,-31,0
